Bioassay records: PubChem, Sanford-Burnham Center for Chemical Genomics
SENP6 inh = blocks the human protease SENP6; Q9GZR1; Recombinant SENP6 catalytic domain, aminoluciferin luminescence; inhibition, % at 10 µM; 330,000 tested, 1.8% active; AID 2599;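 active means inhibition above about 50% at the single tested dose, limit read from the data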;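 further: plate controls were DMSO wells with enzyme for no effect and DMSO wells lacking enzyme for full effect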
ATG4B inh = ATG4B (human) cysteine protease inhibition; ATG4B cleavage of LC3-PLA2, NBD-HPC fluorescence, 1 h; Q9Y4P1; 340,000 tested, 0.51% active; inhibition, % at 8.33 µM; in the data active means inhibition above about 40%
Target sequence (Q9Y4P1 whole entry, looked up): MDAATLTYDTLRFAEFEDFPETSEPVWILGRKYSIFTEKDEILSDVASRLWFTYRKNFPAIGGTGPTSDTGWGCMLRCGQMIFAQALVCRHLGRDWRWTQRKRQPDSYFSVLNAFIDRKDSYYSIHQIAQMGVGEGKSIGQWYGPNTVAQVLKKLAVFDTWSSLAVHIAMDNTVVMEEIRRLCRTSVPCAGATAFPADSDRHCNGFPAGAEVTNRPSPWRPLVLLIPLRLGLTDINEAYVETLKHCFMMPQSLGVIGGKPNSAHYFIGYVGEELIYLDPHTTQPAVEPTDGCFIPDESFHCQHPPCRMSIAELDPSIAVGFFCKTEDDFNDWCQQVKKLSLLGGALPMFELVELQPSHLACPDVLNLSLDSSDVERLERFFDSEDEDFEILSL
SENP7 block = blocks the human protease SENP7 | AID 434973 | Q9BQF6 | inhibition, % at 5 µM | 330,000 tested, 1.5% active | recombinant SENP7, Z-RLRGG-aminoluciferin luminescence, 40 min;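 active means inhibition above about 50% at the single test dose, limit read from the data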;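 further: plate controls were DMSO with enzyme for no effect and no enzyme buffer wells for full effect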
Target sequence (Q9BQF6 706-1050 limits assumed): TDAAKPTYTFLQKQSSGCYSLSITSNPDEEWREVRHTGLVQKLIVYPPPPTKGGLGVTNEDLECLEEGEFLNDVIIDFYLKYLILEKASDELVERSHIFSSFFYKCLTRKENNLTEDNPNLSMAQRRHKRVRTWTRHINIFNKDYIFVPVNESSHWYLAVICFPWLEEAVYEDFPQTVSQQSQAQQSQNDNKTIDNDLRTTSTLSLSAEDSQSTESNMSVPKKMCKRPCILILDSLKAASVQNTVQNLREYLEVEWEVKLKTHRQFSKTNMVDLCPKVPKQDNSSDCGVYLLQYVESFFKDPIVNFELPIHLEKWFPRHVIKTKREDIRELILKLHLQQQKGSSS
PfGluPho inh = PfG6PD (Plasmodium falciparum) enzyme inhibition; 350,000 tested, 0.78% active; inhibition, % at 20 µM; AID 504690; PfGluPho enzyme, NADPH resazurin-diaphorase fluorescence;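 active means inhibition reaching at least a set limit at 20 µM in the primary screen, cut at about 59% in these data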;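 further: 0% = DMSO wells with substrate and 100% = DMSO wells lacking glucose-6-phosphate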
GRIN3A LBD mod = modulates the human NR3A ligand-binding domain | NR3A LBD differential scanning fluorimetry, Tm shift; 0% = protein alone, 100% = glycine-bound protein | Tm shift relative to glycine control, % at 25 µM | 340,000 tested, 2.5% active;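 active means melting temperature shift of at least 10% of the positive control shift, at one fixed dose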
HKDC1 inhibitor = HKDC1 (human) hexokinase inhibition. AID 493160. 340,000 tested, 0.16% active. recombinant HKDC1, G6PDH/diaphorase resazurin coupled fluorescence. Q2TB90. inhibition, % at 20 µM;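 active means inhibition above about 35% when tested at 20 µM, limit read from the data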;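 further: plate controls were DMSO wells with enzyme for no effect and DMSO wells lacking enzyme for full effect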
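Test system: recombinant HKDC1 (HK5) hexokinase enzyme, produced in-house / Doses: 20 µM test compound, 1% DMSO / Timing: 90 min, room temperature / Detection: G6PDH/diaphorase-coupled fluorescence, 1 mM NADP, 100 µM resazurin, 525/613 nm / Control set: DMSO wells with and without enzyme mix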
MPTP inh = permeability transition pore inhibition; inhibition, % at 10 µM; AID 602449; isolated mouse mitochondria, Ca2+ swelling absorbance, 30 min; 360,000 tested, 1.4% active;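 active means inhibition of 50% or more, scaled per plate between neutral and stimulator controls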;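 further: 0% = DMSO wells given calcium and 100% = 1 mM EGTA wells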
SENP8 block = SENP8 (human) protease inhibition; inhibition, % at 20 µM; 360,000 tested, 0.64% active; recombinant SENP8, Nedd8 substrate fluorescence; Q96LD8; in the data active means inhibition mostly above about 40%, no sharp cut-off; inactive means mostly below about 27%
Target sequence (Q96LD8 whole entry, looked up): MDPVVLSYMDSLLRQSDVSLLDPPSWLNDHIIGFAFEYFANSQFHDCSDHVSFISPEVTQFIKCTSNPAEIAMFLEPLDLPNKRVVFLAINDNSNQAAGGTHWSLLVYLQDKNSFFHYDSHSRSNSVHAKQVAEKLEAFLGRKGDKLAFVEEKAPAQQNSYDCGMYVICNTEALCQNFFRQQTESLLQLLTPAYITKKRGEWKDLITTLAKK
* marks the source's active call; other numbers are inactive results; i = inactive; · = not tested or not shown.

[1] COc1ccccc1N(CC(=O)NCc1ccc(F)cc1)C(=O)CCC(=O)Nc1nccs1
[2] Cc1c(CNCCc2ccccc2)c(C(=O)O)c(C)n1-c1ccccc1
[3] CCCn1cc(S(=O)(=O)c2ccc(F)cc2)c(=O)c2cc(OCC)ccc21
[4] O=C1N=c2ccccc2=C1c1sc(=O)[nH]c1O
[5] c1ccc2c(c1)[nH]c1c3ccccc3sc21
[6] CNC(=O)NC(=O)Cn1nc2n(c1=O)-c1ccccc1SC2
[7] O=C(/C=C/c1ccc(F)cc1)NCCc1ccc2c(c1)OCCO2
[8] COc1ccccc1N1CCN(C(=O)CSc2ccccc2)CC1
entry no.	1	2	3	4	5	6	7	8
SENP6 inh	-12	-5	8	-22	5	-7	3	11
ATG4B inh	0	3	-3	5	6	19	12	-2
SENP7 block	-4	-2	-1	8	7	7	6	7
PfGluPho inh	-26	-13	-8	-19	-4	-4	12	3
GRIN3A LBD mod	0	0	2	-16	24*	0	-4	-2
HKDC1 inhibitor	-1	3	3	4	-5	-3	-12	-6
MPTP inh	1.0	0.8	0.6	1.9	4.9	2.3	0.2	-1.2
SENP8 block	5	7	-17	33	7	-2	20	6

Retrieved by compound from the list above (2):
[7] O=C(/C=C/c1ccc(F)cc1)NCCc1ccc2c(c1)OCCO2
[6] CNC(=O)NC(=O)Cn1nc2n(c1=O)-c1ccccc1SC2
entry no.	7	6
SENP6 inh	3	-7
ATG4B inh	12	19
SENP7 block	6	7
PfGluPho inh	12	-4
GRIN3A LBD mod	-4	0
HKDC1 inhibitor	-12	-3
MPTP inh	0.2	2.3
SENP8 block	20	-2

Continued.
[9] COc1ccc(CSC2=NCCN2)cc1Cl
[10] CN(C)c1ccc(NC(=O)c2cccc([N+](=O)[O-])c2)c2ccccc12
[11] COc1cccc(NC(=O)C2C3C=CC(O3)C2C(=O)O)c1 (stereo not drawn)
[12] CCOc1ccccc1NC(=O)COc1cccc(-n2cnnn2)c1
[13] Cc1cc(C)cc(-n2c(C)cc(/C=N/NC(=O)CSc3ncccn3)c2C)c1
[14] Cc1ccc(S(=O)(=O)c2ccc(NC(=O)c3c(F)cccc3F)cc2)cc1
[15] CCOc1ccc(NC(=O)CN(C)C(=O)c2cc(-c3ccco3)nc3ccccc23)cc1OCC
[16] COc1cccc(C(=O)Nc2cc(C(=O)NCCc3ccccc3)ccc2Cl)c1
entry no.	9	10	11	12	13	14	15	16
SENP6 inh	1	9	3	11	-3	-43	·	-16
ATG4B inh	2	1	7	-18	-3	9	-9	1
SENP7 block	-8	-4	-5	-6	-5	-3	·	-4
PfGluPho inh	6	13	-6	1	7	3	0	2
GRIN3A LBD mod	1	2	-2	0	-1	3	1	0
HKDC1 inhibitor	0	8	-4	-6	0	1	-6	-8
MPTP inh	-0.9	-0.3	2.2	3.3	0.3	1.4	-2.5	2.3
SENP8 block	12	6	8	5	-4	5	i	-3

[17] C=CCn1c(=O)c2ccccc2n2c(SCC(=O)NCC)nnc12
[18] O=C(CC(c1ccccc1)c1ccccc1)N1CCN(c2ccccn2)CC1
[19] CCc1nccn1S(=O)(=O)c1cc(Br)ccc1OC
[20] Cc1c(NC(=O)C(=O)/C=C(\O)c2ccc(Br)cc2)c(=O)n(-c2ccccc2)n1C
[21] Cc1ccc2cc(CN(Cc3ccc4c(c3)OCO4)Cc3nnnn3Cc3ccco3)c(=O)[nH]c2c1
[22] CN(Cc1c(F)cccc1Cl)C(=O)c1ccc(NS(=O)(=O)c2ccc3[nH]c(=O)[nH]c3c2)cc1
[23] COC(C[C@H]1O[C@H]1C(=O)COCc1ccccc1)OC
[24] O=C(NC(=S)Nc1cc(C(F)(F)F)ccc1N1CCOCC1)c1ccco1
entry no.	17	18	19	20	21	22	23	24
SENP6 inh	-2	5	-6	7	1	-6	-3	-14
ATG4B inh	-3	-2	-7	-4	-4	-2	13	-12
SENP7 block	-6	-4	-3	-7	-7	0	-10	1
PfGluPho inh	-4	3	-4	-24	0	-30	-8	8
GRIN3A LBD mod	-1	-1	2	-4	-1	-3	1	-12
HKDC1 inhibitor	-2	-3	0	-2	-3	3	1	-2
MPTP inh	0.5	-0.2	-2.2	1.8	1.0	-0.3	0.9	1.1
SENP8 block	4	-16	25	18	-18	16	15	10

2 of the compounds above, field by field:
21) Cc1ccc2cc(CN(Cc3ccc4c(c3)OCO4)Cc3nnnn3Cc3ccco3)c(=O)[nH]c2c1
- SENP6 inh: 1
- ATG4B inh: -4
- SENP7 block: -7
- PfGluPho inh: 0
- GRIN3A LBD mod: -1
- HKDC1 inhibitor: -3
- MPTP inh: 1.0
- SENP8 block: -18
22) CN(Cc1c(F)cccc1Cl)C(=O)c1ccc(NS(=O)(=O)c2ccc3[nH]c(=O)[nH]c3c2)cc1
- SENP6 inh: -6
- ATG4B inh: -2
- SENP7 block: 0
- PfGluPho inh: -30
- GRIN3A LBD mod: -3
- HKDC1 inhibitor: 3
- MPTP inh: -0.3
- SENP8 block: 16

Carrying on.
[25] Cc1cccc(N2CCN(Cc3ccoc3)CC2)c1C
[26] CSCC[C@H](NC(=O)OC(C)(C)C)C(=O)N1CCC(C(=O)N[C@@H](C)C(=O)NC(C)c2ccccc2)CC1 (stereo partly drawn)
[27] O=C1CC(Nc2ccccc2)C(=O)N1CCc1ccccc1 (stereo not drawn)
[28] Cc1nc(NC(=O)C2CCCC2)sc1Cc1ccc2c(c1)OCO2
[29] COc1ccc(OC)c(C2C3=C(N=C4SCC(=O)N42)c2ccccc2CC3)c1 (stereo not drawn)
[30] Cc1cccc(C)c1NC(=O)CCCSc1nc2ccccc2s1
[31] CC(C(=O)OCC(=O)c1ccc(F)cc1)N1C(=O)C2C3C=CC(C3)C2C1=O (stereo not drawn)
[32] Cc1ccc(-c2nc(COC(=O)c3c(C)noc3C)cs2)cc1
entry no.	25	26	27	28	29	30	31	32
SENP6 inh	-13	-4	-6	5	-4	6	-6	20
ATG4B inh	-21	-4	-4	14	-17	47*	-6	-6
SENP7 block	3	8	-4	-13	-7	-2	-1	-4
PfGluPho inh	3	-10	-7	12	7	-10	-8	15
GRIN3A LBD mod	-1	-5	0	0	-4	0	1	-3
HKDC1 inhibitor	12	4	3	3	18	3	-4	9
MPTP inh	0.3	0.6	-1.6	-1.6	1.1	0.8	0.0	88*
SENP8 block	17	37	34	6	-187	2	16	8

[33] BrC(/C=N/N1CCN(Cc2ccccc2)CC1)=C/c1ccccc1
[34] NC(=O)NC(CC(=O)NNC(=O)c1ccccn1)c1ccc(Cl)cc1 (stereo not drawn)
[35] CC(C)(C)C(=O)Nc1cc(C(F)(F)F)ccc1N1CCOCC1
[36] O=C(c1cccc(-n2cccc2)c1)N1CCN(S(=O)(=O)c2ccc(F)cc2)CC1
[37] Cc1sc(NC(=O)CN(Cc2ccccc2)C(=O)C(C)C)c(C(N)=O)c1C
[38] COC(=O)c1ccc(C(=O)N2CCCC(Nc3ccc(F)c(F)c3)C2)cc1 (stereo not drawn)
[39] Cc1ccc(-c2noc(CN3CCCCC3)n2)cc1
[40] O=C(NC(=S)N1CCOCC1)c1ccc(F)cc1
entry no.	33	34	35	36	37	38	39	40
SENP6 inh	4	5	-14	-16	-6	-7	-13	5
ATG4B inh	-2	0	-12	5	5	0	0	6
SENP7 block	-2	3	-8	-13	-9	4	3	-7
PfGluPho inh	8	-8	-13	-3	8	7	-14	-2
GRIN3A LBD mod	3	0	-1	-4	-2	3	-1	-24
HKDC1 inhibitor	0	-5	0	5	-8	-3	-6	-1
MPTP inh	-1.3	-3.0	-0.7	-0.7	1.5	0.0	-0.7	-0.2
SENP8 block	9	3	16	-6	6	-5	9	10

Next section (2 carried over from the part before).
[39] Cc1ccc(-c2noc(CN3CCCCC3)n2)cc1
[40] O=C(NC(=S)N1CCOCC1)c1ccc(F)cc1
[41] O=C(O)Cc1sc(NCCc2ccccc2)nc1-c1ccc(F)cc1
[42] Nn1c(-c2ccco2)n[nH]c1=S
[43] Cc1c(C(=O)NCc2ccccc2F)oc2ccccc12
[44] CCCCOC(=O)CSc1nc(N)c(C#N)c(-c2ccc(OC)cc2)c1C#N
[45] OCCCN1c2ccccc2Nc2nnc(-c3ccccc3)cc21
[46] C=CCc1ccc(OCCOCCNCCOC)c(OC)c1
[47] Cc1cccc2cc(CN(Cc3cccs3)C(c3nnnn3C3CCCC3)C(C)C)c(=O)[nH]c12 (stereo not drawn)
[48] CCOC(=O)c1sc(NC(=O)CSc2n[nH]c(CC(C)C)n2)nc1C
entry no.	39	40	41	42	43	44	45	46	47	48
SENP6 inh	-13	5	33	-12	-3	-5	33	-12	·	-8
ATG4B inh	0	6	5	2	4	-8	1	3	7	0
SENP7 block	3	-7	-4	5	-9	7	10	1	·	2
PfGluPho inh	-14	-2	14	14	-2	13	13	0	-13	-9
GRIN3A LBD mod	-1	-24	-4	-10	1	-5	2	1	-4	-6
HKDC1 inhibitor	-6	-1	-2	-14	4	3	2	-4	-1	-2
MPTP inh	-0.7	-0.2	0.6	-0.2	-0.1	0.0	-0.4	0.7	1.6	1.2
SENP8 block	9	10	-61	-3	-1	-86	16	29	10	34

Five of the entries above in order of their number in MPTP inh, largest number first:
#	Compound	MPTP inh
47	Cc1cccc2cc(CN(Cc3cccs3)C(c3nnnn3C3CCCC3)C(C)C)c(=O)[nH]c12 (stereo not drawn)	1.6
48	CCOC(=O)c1sc(NC(=O)CSc2n[nH]c(CC(C)C)n2)nc1C	1.2
41	O=C(O)Cc1sc(NCCc2ccccc2)nc1-c1ccc(F)cc1	0.6
42	Nn1c(-c2ccco2)n[nH]c1=S	-0.2
45	OCCCN1c2ccccc2Nc2nnc(-c3ccccc3)cc21	-0.4

More compounds:
[49] CCc1c(C)nc2cc(-c3cccc(Br)c3)[nH]n2c1=O
[50] CCOC(=O)c1cc(-c2ccccc2)sc1NC(=O)CSc1nncs1
[51] O=C1c2cccnc2C(O)N1Cc1cccs1 (stereo not drawn)
[52] Cc1cnc(C(=O)OCC(=O)Nc2cc(-c3cc(C)c(C)cc3C)nn2-c2ccccc2)cn1
[53] COC(=O)c1sccc1NC(=O)c1c(F)c(F)c(F)c(F)c1F
entry no.	49	50	51	52	53
SENP6 inh	7	-9	-2	-3	-27
ATG4B inh	8	6	5	-9	-1
SENP7 block	-7	-5	-4	-1	-12
PfGluPho inh	18	2	-6	6	-7
GRIN3A LBD mod	0	-8	0	-3	0
HKDC1 inhibitor	9	-6	-8	1	4
MPTP inh	4.0	1.6	-0.6	-1.1	3.1
SENP8 block	-38	-23	3	-6	7
